Screens from PubChem BioAssay.
Pf apPOL inh: Pf-apPOL DNA polymerase inhibition | Recombinant Pf-apPOL, molecular beacon fluorescence, 1.5 h | inhibition, % at 10 µM | AID 1794808 | 210,000 tested, 0.25% active
mHTT-CaM PPI inh: disrupts binding of mutant huntingtin to calmodulin; 190,000 tested, 3.6% active; AlphaScreen His-mHTT/GST-CaM binding, luminescence; inhibition, % at 15 µM; P42858;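 note: 0% = both proteins with DMSO and 100% = one protein alone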
Target sequence (P42858 whole entry, looked up, stated change not applied): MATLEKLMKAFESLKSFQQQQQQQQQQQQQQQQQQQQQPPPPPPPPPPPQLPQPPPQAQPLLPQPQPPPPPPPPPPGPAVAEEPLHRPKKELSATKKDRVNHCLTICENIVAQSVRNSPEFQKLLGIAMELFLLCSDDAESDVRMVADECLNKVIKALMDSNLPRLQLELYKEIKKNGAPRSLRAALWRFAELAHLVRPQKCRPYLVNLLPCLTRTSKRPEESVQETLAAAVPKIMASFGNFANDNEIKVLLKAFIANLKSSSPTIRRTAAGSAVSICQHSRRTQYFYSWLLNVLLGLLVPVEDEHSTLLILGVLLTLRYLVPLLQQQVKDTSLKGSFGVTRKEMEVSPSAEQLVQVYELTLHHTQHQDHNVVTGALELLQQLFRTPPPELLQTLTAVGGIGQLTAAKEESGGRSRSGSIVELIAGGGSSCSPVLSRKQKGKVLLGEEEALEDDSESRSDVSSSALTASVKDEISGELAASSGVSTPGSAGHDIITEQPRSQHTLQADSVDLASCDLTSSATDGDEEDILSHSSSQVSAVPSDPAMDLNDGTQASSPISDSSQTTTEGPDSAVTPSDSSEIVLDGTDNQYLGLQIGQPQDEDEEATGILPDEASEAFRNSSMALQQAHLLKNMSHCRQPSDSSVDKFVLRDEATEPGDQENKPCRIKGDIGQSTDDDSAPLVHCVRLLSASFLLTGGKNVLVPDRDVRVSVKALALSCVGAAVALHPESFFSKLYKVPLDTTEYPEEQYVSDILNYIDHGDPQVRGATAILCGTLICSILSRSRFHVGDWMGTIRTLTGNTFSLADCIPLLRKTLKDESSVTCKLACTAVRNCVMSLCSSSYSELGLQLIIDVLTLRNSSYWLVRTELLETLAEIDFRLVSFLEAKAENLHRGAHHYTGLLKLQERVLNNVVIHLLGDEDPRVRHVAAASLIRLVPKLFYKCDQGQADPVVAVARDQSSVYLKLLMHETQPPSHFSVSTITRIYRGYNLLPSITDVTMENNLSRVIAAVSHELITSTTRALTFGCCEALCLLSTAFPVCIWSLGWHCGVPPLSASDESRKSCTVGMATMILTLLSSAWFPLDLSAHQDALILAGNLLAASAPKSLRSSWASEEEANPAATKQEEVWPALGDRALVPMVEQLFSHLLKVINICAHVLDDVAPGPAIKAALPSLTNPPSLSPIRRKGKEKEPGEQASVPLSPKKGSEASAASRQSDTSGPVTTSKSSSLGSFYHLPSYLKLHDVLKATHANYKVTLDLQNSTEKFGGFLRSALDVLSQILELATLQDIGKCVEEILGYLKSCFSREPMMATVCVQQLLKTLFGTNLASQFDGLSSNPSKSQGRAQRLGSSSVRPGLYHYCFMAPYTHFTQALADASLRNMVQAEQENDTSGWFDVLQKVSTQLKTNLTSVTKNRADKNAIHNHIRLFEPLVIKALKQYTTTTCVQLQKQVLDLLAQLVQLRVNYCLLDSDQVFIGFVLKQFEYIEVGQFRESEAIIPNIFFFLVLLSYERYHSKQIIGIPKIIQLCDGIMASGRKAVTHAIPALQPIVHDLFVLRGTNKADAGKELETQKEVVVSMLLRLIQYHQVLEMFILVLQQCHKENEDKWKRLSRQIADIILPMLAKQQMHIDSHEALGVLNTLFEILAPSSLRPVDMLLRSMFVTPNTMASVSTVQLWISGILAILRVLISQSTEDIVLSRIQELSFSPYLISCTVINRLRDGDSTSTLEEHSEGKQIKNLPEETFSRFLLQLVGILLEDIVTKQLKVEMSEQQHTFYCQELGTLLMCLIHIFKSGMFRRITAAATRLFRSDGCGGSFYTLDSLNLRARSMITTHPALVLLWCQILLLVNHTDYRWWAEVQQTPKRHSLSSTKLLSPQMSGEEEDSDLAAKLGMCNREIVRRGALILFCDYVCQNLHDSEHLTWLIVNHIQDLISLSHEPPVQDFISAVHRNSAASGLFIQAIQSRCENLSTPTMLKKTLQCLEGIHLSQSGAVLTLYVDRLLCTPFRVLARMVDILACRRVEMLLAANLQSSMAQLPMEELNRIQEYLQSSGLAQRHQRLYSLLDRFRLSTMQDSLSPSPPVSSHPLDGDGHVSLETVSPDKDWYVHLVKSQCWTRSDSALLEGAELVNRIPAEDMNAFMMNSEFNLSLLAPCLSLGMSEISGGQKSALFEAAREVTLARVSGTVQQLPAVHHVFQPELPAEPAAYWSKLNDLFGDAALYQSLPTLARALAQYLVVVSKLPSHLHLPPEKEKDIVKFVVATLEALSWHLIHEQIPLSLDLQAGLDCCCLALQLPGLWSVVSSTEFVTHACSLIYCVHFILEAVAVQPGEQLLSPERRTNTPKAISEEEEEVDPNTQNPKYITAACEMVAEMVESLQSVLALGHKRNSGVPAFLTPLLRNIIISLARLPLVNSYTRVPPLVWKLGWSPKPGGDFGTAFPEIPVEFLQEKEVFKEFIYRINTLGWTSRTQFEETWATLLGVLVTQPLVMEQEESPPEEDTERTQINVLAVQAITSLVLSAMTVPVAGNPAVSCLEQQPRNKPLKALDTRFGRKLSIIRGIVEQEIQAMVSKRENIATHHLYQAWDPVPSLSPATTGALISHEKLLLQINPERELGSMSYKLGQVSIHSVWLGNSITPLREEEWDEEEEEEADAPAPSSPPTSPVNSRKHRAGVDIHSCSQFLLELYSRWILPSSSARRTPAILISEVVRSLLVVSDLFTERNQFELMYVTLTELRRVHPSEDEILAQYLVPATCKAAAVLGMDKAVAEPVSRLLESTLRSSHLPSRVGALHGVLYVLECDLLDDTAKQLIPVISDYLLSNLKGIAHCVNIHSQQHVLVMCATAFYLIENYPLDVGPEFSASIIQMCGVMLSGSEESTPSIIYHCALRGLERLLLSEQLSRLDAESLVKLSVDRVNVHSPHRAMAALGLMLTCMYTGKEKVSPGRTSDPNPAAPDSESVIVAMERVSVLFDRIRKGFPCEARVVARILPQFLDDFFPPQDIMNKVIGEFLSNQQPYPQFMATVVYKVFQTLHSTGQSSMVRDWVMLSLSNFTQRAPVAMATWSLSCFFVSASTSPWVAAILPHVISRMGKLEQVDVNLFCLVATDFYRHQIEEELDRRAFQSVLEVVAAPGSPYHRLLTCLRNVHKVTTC
An asterisk follows results filed as active; i = inactive; / = no result given; & = joins results of further samples. Cut-off read from the data, not from the text of the source: active = inhibition above about 50%; inactive = the rest.

The first four compounds, ahead of the listing:
entry	structure	Pf apPOL inh	mHTT-CaM PPI inh
1	CC(C)CNC(=O)N1CCn2cccc2C1C (stereo not given)	-4.2	19.9
2	O=C(Nc1ccccc1)c1ccc(NC(=O)c2ccco2)cc1	-2.7	-2.8
3	O=C(CNc1ccccc1-c1nc2ccccc2[nH]c1=O)NCc1ccccc1	-9.3	-15.0
4	Cc1ccc(C)c(N2C(=O)C3C(C2=O)N2CCCN2C3c2ccccc2)c1 (stereo not given)	-0.2	-1.0

The list itself, repeating the preview:
entry	structure	Pf apPOL inh	mHTT-CaM PPI inh
1	CC(C)CNC(=O)N1CCn2cccc2C1C (stereo not given)	-4.2	19.9
2	O=C(Nc1ccccc1)c1ccc(NC(=O)c2ccco2)cc1	-2.7	-2.8
3	O=C(CNc1ccccc1-c1nc2ccccc2[nH]c1=O)NCc1ccccc1	-9.3	-15.0
4	Cc1ccc(C)c(N2C(=O)C3C(C2=O)N2CCCN2C3c2ccccc2)c1 (stereo not given)	-0.2	-1.0
5	Cc1ccc(-c2noc(Cc3nnc(-c4ccccc4)o3)n2)cc1	-3.1	-9.0
6	Cc1cc(NC(=O)C2Oc3ccccc3NC2=O)ccc1Br (stereo not given)	-0.8	-7.7
7	COc1ccc(CC(=O)N2CC(C)C(c3nc(-c4cccnc4)no3)C2)cc1 (stereo not given)	-5.2	2.6
8	COc1ccc(NC(=O)CN(c2cccc([N+](=O)[O-])c2)S(=O)(=O)c2ccccc2)c(OC)c1	0.4	24.3
9	CC(=O)Nc1ccc(NC(=O)c2c(F)c(F)c(F)c(F)c2F)cc1	-2.9	-4.9
10	O=C(Nc1ccc(N2CCN(C(=O)c3ccccc3)CC2)cc1)NC1CCCCC1	-9.4	-1.8
11	Cn1c(C2CCN(C(=O)Nc3cccc(Br)c3)CC2)cc(=O)n2nccc12	0.6	0.1
12	O=C(NCC(F)(F)F)C1CCN(S(=O)(=O)CCN2C(=O)CCCC2=O)CC1	-3.1	-13.3
13	NC(=O)C1CCCc2c1[nH]c1ccc(Cl)cc21 (stereo not given)	-8.9	12.7
14	Cn1cccc(C(=O)N2CCC(c3ccccc3)C2)c1=O (stereo not given)	0.1	-7.7
15	CCOC(=O)Cc1csc(NC(=O)C2CCN(c3ccc(-c4ccco4)nn3)CC2)n1	-14.4	27.2

Five entries drawn at random from those above, as already listed:
entry	structure	Pf apPOL inh	mHTT-CaM PPI inh
5	Cc1ccc(-c2noc(Cc3nnc(-c4ccccc4)o3)n2)cc1	-3.1	-9.0
6	Cc1cc(NC(=O)C2Oc3ccccc3NC2=O)ccc1Br (stereo not given)	-0.8	-7.7
10	O=C(Nc1ccc(N2CCN(C(=O)c3ccccc3)CC2)cc1)NC1CCCCC1	-9.4	-1.8
1	CC(C)CNC(=O)N1CCn2cccc2C1C (stereo not given)	-4.2	19.9
2	O=C(Nc1ccccc1)c1ccc(NC(=O)c2ccco2)cc1	-2.7	-2.8

Remaining list, next part
entry	structure	Pf apPOL inh	mHTT-CaM PPI inh
16	Cc1ccc(C)c(-c2csc3c(=O)n(CC(=O)OC(C)(C)C)cnc23)c1	-3.9	-26.9
17	Cc1nnc(Cc2ccc(C(=O)O)cc2)s1	-5.0	0.1
18	Cc1nc(C(=O)N2CCN(C(C)C)CC2)c(C)n1C1CCN(S(C)(=O)=O)CC1	-11.6	4.3
19	Cc1cccc(C)c1NC(=O)c1ccco1	-6.0	-9.0
20	CCOC(=O)CSc1nc2ncccc2c(=O)n1Cc1ccccc1	-7.4	-15.8
21	CC(C)(C)C(O)(CC#CCN1CCCC1)c1ccccc1 (stereo not given)	-4.7	-3.0
22	CCc1ccccc1N1C=C(C#N)S(=O)(=O)c2c(F)cccc21	3.5	-2.4
23	COc1ccc(C2(C)SC(NC(C)=O)=NN2C(C)=O)cc1 (stereo not given)	-3.5	-2.0
24	COc1ccc(/C=C2N=C(/C=C/c3ccccc3OC)OC\2=O)cc1	-0.4	-3.0
25	CC(=O)Nc1ccc(Oc2c(F)c(F)c(Oc3ccc(NC(C)=O)cc3)c(F)c2F)cc1	0.9&1.7	/
26	COc1ccccc1-n1c(SCC(=O)Nc2cc(C)on2)nc2c(c1=O)SCC2	7.5	2.2
27	Cn1c2c(c(=O)n(C)c1=O)C(c1cccc(F)c1)C1C(=O)c3ccccc3C1=N2 (stereo not given)	-6.5	-3.0
28	COc1ccc(OC)c(S(=O)(=O)N2CCN(Cc3ccccc3)CC2)c1	-4.5	12.1
29	Fc1cccc(/C=N/N=C/c2cccc(F)c2)c1	-1.0	/
30	Clc1ccc(OCCCc2nc(-c3ccncc3)no2)c(Cl)c1	0.1	-11.0
31	COc1cc(C2Nc3ccccc3-c3nnc(SC)nc3O2)cc([N+](=O)[O-])c1O (stereo not given)	3.5	0.0
32	CC(=O)c1cccc(NC(=O)C2CC(=O)N(c3ccccc3)C2)c1 (stereo not given)	-3.6	-1.3
33	OCCCNc1nn2c(C(F)(F)C(F)(F)F)nnc2c2ccccc12	/	-7.7
34	CN(C)c1cccc(C2=COC3(CCCN(C(=O)c4ccc(Cl)cc4)C3)C2)c1 (stereo not given)	-0.2	39.0
35	Cc1ccc(CC(=O)N2CCc3nc(-c4ccc(F)cc4)ncc3C2)cc1	-7.6	19.3
36	O=S(=O)(NCCCN1CCOCC1)c1cc(Br)c(Br)s1	-3.4	10.0
37	Cc1ccc(Cn2ccnc2C(=O)N2CCOCC2)cc1	-4.5	-1.3
38	CCc1nc(C)cc(CN(C)C)c1O	3.5	-3.1
39	O=C(c1cccc(Br)c1)N1N=C(C(F)(F)F)CC1(O)c1ccc(Cl)cc1 (stereo not given)	-2.2	18.0
40	CCOc1nc(NCCO)nc(N2CCN(c3ccc(OC)cc3)CC2)n1	-2.8	24.1
41	CNc1ccc(Cl)cc1C(N)=O	-31.3	/
42	COC(=O)c1cc(=O)n2c(c1C(=O)c1cccs1)SCC2	3.7&0.9	/
43	CC(C)(C)c1ccc2nc(C(=Cc3ccc(F)cc3)NC(=O)c3ccccc3)[nH]c2c1	-7.8&-6.3	/
44	CCOC(CNC(=O)CCNS(=O)(=O)c1ccc(Br)cc1)OCC	-6.4	2.0
45	Cc1cc(C2CCCN2C(=O)C2CCC2)no1 (stereo not given)	-0.1	-1.1
46	Cc1ccc(NC(=O)C(Cc2ccccc2)NS(=O)(=O)c2cccs2)cc1Cl (stereo not given)	-4.9	-4.0
47	Cc1ccc(CC(CC(=O)O)C(=O)Nc2ccccc2I)cc1 (stereo not given)	-2.7	-4.6
48	CC1CCc2c(sc(NC(=O)Cc3ccc(Cl)s3)c2C(N)=O)C1 (stereo not given)	22.9	5.1
49	O=C(c1ccc2c(c1)OCO2)N1CCN(c2ccccn2)CC1	8.5&-0.6	-3.0&-3.3
50	CCCNC(=O)C1c2ccccc2CC(=O)N1CCOC (stereo not given)	-3.6	-5.3
51	CCN(CC)S(=O)(=O)N1CCC(C(=O)NCc2cccnc2)CC1	-7.0	-11.0
52	O=C(NC(Nc1ccccc1Cl)C(Cl)(Cl)Cl)c1cccc([N+](=O)[O-])c1 (stereo not given)	-4.2	74.0*
53	O=C1C=CC(=NS(=O)(=O)c2ccccc2)C=C1Br	-5.2	57.0*
54	O=S(=O)(NC1CC1)c1ccc(Br)cc1	-1.9	1.0
55	COc1cccc(OC)c1OCC(O)CN1CCN(c2ccc(F)cc2)CC1 (stereo not given)	-4.0	5.5
56	Cc1ccccc1Cc1c(C)nc2c(C(=O)NCCc3ccccc3)cnn2c1C	-4.8	51.0*
57	O=C(Cc1ccc(NC(=O)C2COc3ccccc3O2)cc1)NCC(F)(F)F (stereo not given)	3.0	3.7
58	O=C(Nc1ccccc1[N+](=O)[O-])c1ccc(Cl)c(S(=O)(=O)N2CCC(C(=O)O)CC2)c1	-2.9	19.6
59	COc1cccc(/C=C2\C(=O)NN(c3ccc(C)c(C)c3)C2=O)c1	-4.6	9.0
60	COc1ccc(-n2nc(C(=O)NCC(=O)Nc3cccc(C)n3)c3ccccc3c2=O)c(OC)c1	-2.6	2.0
61	CCCCC(=O)NC(c1ccc(C)cc1)c1ccc2cccnc2c1O (stereo not given)	1.3	100.0*
62	O=C(C1=C(O)C(=O)N(Cc2cccnc2)C1c1ccncc1)c1ccco1 (stereo not given)	0.8	3.5
63	CC(C)c1noc(-c2cccnc2N2CCCN(C(=O)C3CCC3)CC2)n1	-0.2	-1.8
64	CCOCC(=O)N1CCc2nc(-c3ccccc3)ncc2C1	-1.5	-4.8
65	CCNC(=O)Nc1cccc(N2CCCN(Cc3cc(C)cc(C)c3)C2=O)c1	1.2	14.4
66	O=C(CSc1nc2c(cnn2-c2ccccc2)c(=O)[nH]1)c1ccc(Cl)cc1	5.5	1.0
67	CC(N)(Cc1ccc(O)cc1)C(=O)O (stereo not given)	17.2	/
68	COc1cc([N+](=O)[O-])ccc1NC(=O)c1ccc2c(c1)C(=O)N(CC(C)C)C2=O	0.3	-1.6
69	O=C(c1cn2c(n1)CCCC2)N1CCN(c2ccc(Cl)cc2)CC1	-5.4	41.8
70	CCCN(C)C(=O)c1cc(=O)[nH]c2ccccc12	-2.2	0.6
71	CCC(=O)c1ccc(OCc2cn(CC(=O)c3ccc(O)cc3)nn2)cc1	11.2	10.0
72	O=S1(=O)C[C@H](N2CCOCC2)[C@@H](COCc2ccccc2)N1	-0.8	-3.2
73	COc1ccc(OC)c(/C=C2\CCCC3=C2Nc2ncnn2C3c2cc(OC)ccc2OC)c1 (stereo not given)	-9.5	16.0
74	O=C1CC(Cc2ccccc2)C(=O)N1CCc1ccc2c(c1)OCO2 (stereo not given)	1.9	-13.3
75	CCN1CCN(C(=O)c2cc(C(C)C)n3nccc3n2)CC1	0.3	0.2

Nos. 73 through 74 of the list above:
entry	structure	Pf apPOL inh	mHTT-CaM PPI inh
73	COc1ccc(OC)c(/C=C2\CCCC3=C2Nc2ncnn2C3c2cc(OC)ccc2OC)c1 (stereo not given)	-9.5	16.0
74	O=C1CC(Cc2ccccc2)C(=O)N1CCc1ccc2c(c1)OCO2 (stereo not given)	1.9	-13.3

Further compounds:
entry	structure	Pf apPOL inh	mHTT-CaM PPI inh
76	COc1ccccc1CCC(=O)N1CCC(Nc2cccnc2)C1 (stereo not given)	-5.4	2.0
77	O=C1OC2CC3CC(C2)CC1C3	-9.3	/
78	COc1ccccc1CCC(=O)N1CCC(c2nc(C(=O)N(C)C)c(C)o2)CC1	4.1	12.4
79	CCOc1ccc(C(=O)N2CCCCC2)cc1OCC	-6.4	-2.4
80	O=C1CCSCC(C(=O)NCC2CCCCC2)N1 (stereo not given)	-4.3	-1.2
81	CCc1ccccc1NC(=O)CN1CCC(c2nc(-c3ccc(C)cc3)no2)CC1	-1.4	-4.2
82	Nc1cc(C2CCN(C(=O)c3ccco3)CC2)no1	-3.9	-4.6
83	COc1ccc2oc(=O)c(-c3csc(NC(C)=O)n3)cc2c1	3.2	-6.0
84	COc1ccc(S(=O)(=O)N2CCN(CCO)CC2)c2ccccc12	-9.0	-6.9
85	CCSc1sccc1C1C(C#N)=C(N)N(c2cccc([N+](=O)[O-])c2)C2=C1C(=O)CCC2 (stereo not given)	-4.9	31.0
86	Cc1cc(C)c2c(C)nn(C)c2n1	7.0	0.7
87	CCN(CC)C(=O)C1CCCN(Cc2ccc(Br)cc2)C1 (stereo not given)	-12.2	-4.4
88	Cc1cc(C)cc(NC(=O)C2CCN(c3c(C#N)cnc4ccccc34)CC2)c1	-0.7	1.8
89	O=C(Nc1ccc(S(=O)(=O)Nc2nccs2)cc1)C1CC(=O)N(c2ccccc2)C1 (stereo not given)	-5.6&-8.0	-7.6&6.5
90	Cc1ccccc1C(=O)N1CC(C(=O)NC(C)C)C(c2cccc(F)c2)C1 (stereo not given)	-7.6	5.4
91	CC(C)(C)C(=O)NCCC1CC1(Cl)Cl (stereo not given)	-2.9	/
92	Cc1ccc(-c2noc(-c3ccc(=O)n(CC(=O)OC(C)C)n3)n2)cc1	-10.0	-13.8
93	COc1ccc(NC2CC(=O)N(c3ccc(Cl)c(C(F)(F)F)c3)C2=O)cc1 (stereo not given)	7.1	16.0
94	COc1ccccc1N1CCN(CC(O)c2ccc(C)cc2C)CC1 (stereo not given)	-1.6	5.0
95	Cc1nc2c(o1)NC(N)=C(C#N)C21CCCCC1	/	-3.2
96	CCC(=O)Nc1cccc(NC(=O)c2cccnc2)c1	-6.5	-8.3
97	COc1cc(NC(=O)C2CC(c3cccc(Br)c3)=NO2)cc(OC)c1OC (stereo not given)	-1.1	5.4
98	CC1(C)Cc2c(sc(NC(=O)CO/N=C/c3ccccc3Cl)c2C#N)C(C)(C)N1	-0.2	i
99	O=C(c1cn2c(n1)CCCC2)N1CCN(c2ccc(F)cc2)CC1	-4.7	13.3
100	COc1cccc(C=C2Oc3cc(OCC(C)=O)ccc3C2=O)c1	-0.4	5.8
101	O=C(c1n[nH]c2c1CCCC2)N1CCc2c(nc3cc(-c4ccccc4Cl)[nH]n3c2=O)C1	-3.5	59.4*
102	COc1ccc(C)cc1N1CCN(C(=O)c2ccc(F)cc2)C(C)C1=O (stereo not given)	-2.2	-1.0
103	COc1ccc(CCN2CC(C(=O)NCc3ccc(F)c(Cl)c3)CC2=O)cc1OC (stereo not given)	-0.6	6.9
104	O=C(NCCn1ccc2ccccc21)c1ccc(C(F)(F)F)cc1	0.6	-11.0
105	O=C1C=CC(=NS(=O)(=O)c2ccc(Br)cc2)C=C1	-5.5	24.0
106	CCOC(=O)c1cnc(-c2ccc(C(F)(F)F)cn2)[nH]c1=O	-37.1&-65.7	/
107	Cc1nc(SCC(=O)Nc2ccc(F)cc2F)[nH]c(=O)c1C	-2.6	-1.1
108	CCNC(=O)c1nc(-c2oc3c(C)cccc3c2C)no1	1.6	-7.4

Compounds as they come; 3.5% or so of the library scored in one or more.
